# Screening data (PubChem BioAssay)
# SIAH1 antagonists – Siah-1 peptide-binding antagonists, primary screen, biochemical, fluorescence polarization, rhodamine-plectin, uHTS (AID 1817); Siah-1 / rhodamine-plectin peptide fluorescence polarization; higher % means a stronger effect; displacement, % at 20 µM; hits with a dose series show IC50 in µM; 290,000 tested, 0.02% active;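 active = displacement of at least 50% at 20 µM, with a fluorescence ratio check between 0.3 and a set limit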;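 also: plate controls were Siah plus tracer with DMSO for no effect and tracer alone without Siah for full effect; strong numbers were not always called active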
# MgcRacGAP inhibition – MgcRacGAP GTPase-activating activity inhibitors, confirmation, biochemical, ADP Hunter fluorescence; MgcRacGAP-stimulated Rac1 GTP hydrolysis, ADP Hunter fluorescence; higher % means a stronger effect; GST-tagged Rac1 F28L mutant substrate; inhibition, % at 30 µM; hits with a dose series show IC50 in µM; 340,000 tested, 0.6% active;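 active = first-screen hits whose inhibition reached a set limit at any dose in the follow-up dose series; inconclusive = inhibition above the set first-screen limit but never retested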;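 also: fluorescence reports GDP produced by GAP-driven GTP hydrolysis; strong numbers were not always called active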
# Large T inhibition – SV40 large T antigen inhibitors, biochemical (AID 1903); SV40 large T antigen ATPase/helicase inhibition assay; higher % means a stronger effect; 310,000 tested, 0.39% active; one-dose inhibition, % at 20 µM; IC50 in µM for titrated hits; in the data active = a potency from the dose series; inconclusive = inhibition mostly from about 32% at the one dose, without a potency; inactive = the rest, 99 in 100 with inhibition below about 32%; also: strong numbers were not always called active
# RSV CPE inhibition – inhibition of RSV-induced cytopathic effect – HEp-2 cells, primary 10 µM value included (AID 2391); HEp-2 cells, RSV-induced CPE inhibition; higher % means a stronger effect; CPE inhibition, % at 10 µM; hits with a dose series show IC50 in µM; 310,000 tested, 0.13% active; in the data active = a potency from the dose series; inconclusive = CPE inhibition mostly from about 23% at the one dose, without a potency; inactive = the rest, 99 in 100 with CPE inhibition below about 21%; also: strong numbers were not always called active
# AID2073 – inhibitors of Mint1-CaV2.2 protein interaction, biochemical, HTRF (AID 2073); inhibition, % at 20 µM; hits with a dose series show IC50 in µM; 290,000 tested, 0.19% active; HTRF protein-protein interaction, Mint1-CaV2.2; higher % means a stronger effect; in the data active = inhibition mostly above about 51%, no sharp cut-off; inconclusive = no clear call, values can overlap the other calls; inactive = mostly below about 53%; also: some results filed as inactive read as strong as hits
# K1F lysis inhibition – protection from phage-mediated lysis, alamar blue read-out – E. coli UTI89, K1F phage, bacterial capsule biogenesis inhibitors (AID 488966). one-dose inhibition, % at 100 µM; IC50 in µM for titrated hits. E. coli UTI89 K1F phage lysis, alamar blue, 2 h; higher % means a stronger effect. 340,000 tested, 0.02% active;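 active = phage lysis inhibition, versus mean bacterial control, above a set limit; inconclusive = no clear call, values can overlap the other calls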;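 also: capsule biogenesis inhibitors block K1F phage lysis so surviving cells raise fluorescence; higher fluorescence means more inhibition of phage lysis; actives were called in the ten point dose series up to 300 µM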
# NTR1 ag – NTR1-driven beta-arrestin-GFP spot formation – imaging, U2OS cells, high content, primary screen (AID 493036) | agonist mode | activation, % at 20 µM | 330,000 tested, 0.17% active;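 active = activation at or above 40% of the spot to cytoplasm intensity ratio, with at least 20 cells analyzed; inconclusive = wells under 20 cells, flagged as cytotoxic or low count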;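 also: 0% = DMSO without peptide and 100% = 100 nM NTR1 peptide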
# Target sequence (P30989 whole entry, looked up): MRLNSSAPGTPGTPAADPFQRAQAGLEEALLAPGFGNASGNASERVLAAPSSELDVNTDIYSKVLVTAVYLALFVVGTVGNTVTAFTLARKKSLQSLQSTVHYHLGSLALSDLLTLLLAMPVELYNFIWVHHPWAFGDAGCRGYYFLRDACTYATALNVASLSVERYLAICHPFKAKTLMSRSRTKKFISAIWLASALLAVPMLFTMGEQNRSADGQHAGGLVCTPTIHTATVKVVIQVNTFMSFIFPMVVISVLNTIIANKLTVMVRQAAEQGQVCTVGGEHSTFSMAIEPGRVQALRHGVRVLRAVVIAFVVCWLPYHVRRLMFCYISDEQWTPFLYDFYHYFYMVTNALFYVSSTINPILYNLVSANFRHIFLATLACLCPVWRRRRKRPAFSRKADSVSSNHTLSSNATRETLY
# Dengue-2 NS5 capping – Dengue-2 NS5 methyltransferase inhibitors, primary screen, biochemical, confirmation dose response (AID 588689); Dengue-2 NS5 methyltransferase capping enzyme assay, biochemical; higher % means a stronger effect; inhibition, % at 25 µM; hits with a dose series show IC50 in µM; 340,000 tested, 0.3% active; in the data active = a potency from the dose series; inconclusive = inhibition above about 29% without an active follow-up result
# West Nile virus CPE – West Nile virus antiviral activity, cell-based, CPE readout (AID 1621); West Nile virus-infected cells, CPE inhibition; higher % means a stronger effect; CPE inhibition, % at 10 µM, or IC50 in µM where a hit was titrated; 290,000 tested, 0.02% active; in the data active = a potency from the dose series; inconclusive = CPE inhibition mostly from about 3.7% at the one dose, without a potency; inactive = the rest, 99 in 100 with CPE inhibition below about 2.2%; also: strong numbers were not always called active
# NTR1 ag cell count 20 µM – second read-out of NTR1 ag, no call of its own (marks repeat the call); cell count; measured here: cell count, cytotoxicity flag
# Dengue-2 NS5 capping pilot replicate – also measured in Dengue-2 NS5 capping; calls as there; inhibition, %; measured here: pilot screen replicate inhibition
# Starred values were filed as active, the others as inactive; ? = inconclusive; . = not tested or not shown; [ ] = another dose, or the depositor's remark. Hits appear at their usual frequency (roughly 1.6% active in at least one column).
SMILES,SIAH1 antagonists,MgcRacGAP inhibition,Large T inhibition,RSV CPE inhibition,AID2073,K1F lysis inhibition,NTR1 ag,NTR1 ag cell count 20 µM,Dengue-2 NS5 capping,West Nile virus CPE,others
COc1cc(OC)nc(NC(C)=O)n1,-3%,3%,13%,0.8%,-2%,-1.1%,-0.3,56,-5%,-0.3%,
Cc1ccc(C)c(NC(=S)N/N=C/C(C)c2ccccc2)c1 (stereo not drawn),2%,14%,10%,1.0%,-2%,-1.3%,0.3,57,-1%,0.0%,
CC1=C(C)CC(C(=O)NNC(=O)c2ccccc2)C(C(=O)O)C1 (stereo not drawn),2%,12%,17%,1.0%,-5%,0.1%,0.9,51,0%,0.0%,
O=C(CN1CCCCCC1)NC(c1ccccc1)c1ccccc1,-2%,25%,11%,-0.5%,12%,0.2%,0.8,53,-9%,-0.6%,Dengue-2 NS5 capping pilot replicate=-6.4
Cc1ccc2cccnc2c1NC(=S)NC(=O)c1ccccc1,1%,-12%,9%,-1.7%,-23%,-0.8%,1.4,66,-5%,-0.3%,Dengue-2 NS5 capping pilot replicate=-6.5
CCN(CC(=O)Nc1c(F)cccc1F)C(=O)CSc1nnc(-c2ccco2)n1CC,0%,5%,0%,0.1%,3%,0.8%[50 µM],1.2,73,5%,-0.6%,
CCN(CC)CCCN1C(=O)c2oc3ccccc3c(=O)c2C1c1cccc(OC)c1OC (stereo not drawn),-3%,7%,6%,0.0%,16%,-1.4%,-1.9,44,-11%,-0.8%,
COc1ccc([N+](=O)[O-])cc1NC(=O)C(C)OC(=O)C1CCCC1 (stereo not drawn),-5%,7%,-17%,2.9%,4%,0.6%,-0.1,67,-4%,-0.4%,
O=S(=O)(NC1CCCCC1N1CCC(O)CC1)c1ccc(Cl)cc1 (stereo not drawn),-1%,6%,5%,-0.1%,-3%,0.7%[50 µM],-0.8,55,-19%,-0.4%,
CCn1c(=O)c(C(=O)CN2CCN(S(=O)(=O)c3ccc(C)cc3C)CC2)c(N)n(Cc2ccccc2)c1=O,-3%,6%,20%,1.0%,-2%,0.3%,8.5,43,-3%,-0.1%,
Cc1cc(S(=O)(=O)n2ccnc2)c(Cl)cc1Cl,-4%,1%,-10%,1.1%,23%,0.3%,0.7,53,1%,0.9%,
CC(C)Oc1ccc(S(=O)(=O)N2CCOCC2)cc1NC(=O)c1ccc(N2CCCC2=O)cc1,-3%,6%,4%,3.4%,-3%,0.5%[50 µM],-0.9,66,-1%,-0.1%,
CCOC(=O)COc1cccc2c(=O)n(CC(=O)NCCc3ccc(OC)c(OC)c3)ccc12,-1%,.,6%,.,-3%,.,.,.,.,0.3%,
O=C(NCCCN1CCCC1=O)c1cccc(Oc2ccccc2)c1,3%,6%,7%,0.8%,11%,0.3%,0.4,69,-8%,0.0%,
COc1ccc(C(=O)NC(=S)Nc2ccc(CN3CCOCC3)cc2)cc1OC,2%,.,11%,0.7%,-11%,.,-1.9,38,.,-0.8%,
COC(=O)c1cccc(NC(=S)Nc2ccccc2Cl)c1,-3%,0%,10%,5.8%,-9%,-1.2%,1.0,53,-4%,0.4%,
COCc1n[nH]c(=S)n1-c1ccccc1,-1%,6%,7%,1.1%,8%,5.4%,3.0,42,-12%,-0.5%,
Cc1ccccc1C1c2[nH]c3ccccc3c2C[C@H]2C(=O)N(c3ccccc3C(=O)NCCN3CCOCC3)C(=O)N12 (stereo partly drawn),4%,-4%,1%,0.3%,3%,1.4%,-2.1,87,1%,1.4%,
Cc1cc(C)c(NC(=S)N2CCC(N(C)CC3CCCO3)CC2)c(C)c1 (stereo not drawn),-1%,7%,4%,-1.1%,-39%,-1.4%,-0.9,53,-11%,-0.1%,
CCOc1ccc(CC(=O)NCc2ccc3c(c2)cc(C)n3C)cc1,2%,6%,8%,3.2%,-4%,0.4%,-1.9,102,-1%,1.6%,
C=C(C)COc1ccc(-c2nc(N)ncc2Oc2ccccc2OC)c(O)c1,0%,3%,11%,6.2%,7%,1.1%,16,49,-3%,-0.1%,
N#Cc1c(N)sc2c1CCCCCC2,1%,13%,32%,2.6%,13%,1.9%,2.4,62,-3%,.,
COc1ccc(NC2CCCN(C(=O)CCc3ccncc3)C2)cc1OC (stereo not drawn),-4%,?,36%,1.1%,-17%,-0.3%,-1.1,54,10%,-0.4%,
O=C(Nc1cccc(C(F)(F)F)c1)c1cccnc1N1CCN(c2ccccc2)CC1,6%,-4%,12%,21%,5%,4.2%[50 µM],4.6,33,-1%,-0.7%,
COc1ccc(N=Nc2cc(-c3ccccc3)ccc2O)cc1,1%,23%,2%,22%,9%,0.1%,1.9,65,-3%,-0.7%,
O=C(CSc1ncnc2c1nnn2Cc1ccccc1)NC1CCCCC1,3%,9%,3%,1.5%,3%,-0.1%,3.5,71,-8%,2.1%,
C=CCn1c(SCC(=O)c2[nH]c(C)c(C(=O)OCC)c2C)nc2scc(-c3ccc(OC)c(OC)c3)c2c1=O,2%,5%,9%,-0.8%,29%,0.5%,.,.,-1%,-0.6%,
COc1ccc(S(=O)(=O)n2nc(OC(=O)c3ccco3)cc2N)cc1,-4%,3%,26%,2.9%,-47%,0.2%,0.7,76,-10%,0.5%,
CCOn1c(=O)c(-c2ccccc2)[n+]([O-])c2ccccc21,-3%,7%,5%,2.5%,10%,0.2%,0.0,90,-1%,-0.3%,
CCOC(=O)CSc1nnc(-c2ccoc2C)n1-c1ccc(OCC)cc1,6%,6%,1%,2.7%,2%,5.1%,5.5,53,1%,-0.1%,
Cc1ccc(C)n1-c1ccc(C(=O)NCc2cccnc2)cc1,5%,-3%,10%,0.5%,8%,0.2%,1.7,54,-5%,-0.5%,
O=C(/C=C/c1cccc(O)c1)c1ccc(N2CCOCC2)cc1,-3%,6%,16%,2.7%,4%,0.4%,3.4,55,1%,?,
COc1c(S(=O)(=O)Nc2cccnc2)ccc(Cl)c1Cl,-2%,15%,7%,4.1%,-8%,0.3%,5.7,58,-8%,0.8%,
Cc1cc(C(=O)Nc2ncc(C)s2)c2ccccc2n1,-4%,-7%,9%,3.9%,1%,2.3%,1.2,62,0%,-0.1%,
Cc1ccc(CNC(=O)C(=O)NCCC2CCCCN2S(=O)(=O)c2ccc(C)cc2)cc1 (stereo not drawn),.,8%,15%,1.9%,.,-1.8%,3.2,54,2%,.,
CCCCCc1ccc(OCCCC[n+]2cccc(C)c2)c(CCCCC)c1,-6%,10%,-13%,-4.5%,-12%,-4.4%,6.4,42,-1%,-1.1%,
CCN1C(=O)[C@@H]2Cc3c([nH]c4ccccc34)C(c3cc(OC)c(OC)c(OC)c3)N2C1=S (stereo partly drawn),1%,5%,7%,1.0%,-1%,1.4%,0.6,98,-3%,-1.6%,
COc1ccccc1-n1c(C)cc(SC)c(C(C)=O)c1=S,-1%,8%,19%,4.5%,?,0.5%,0.9,41,3%,0.1%,
COc1ccc(NC(=O)NC(C)c2ccccc2)cc1 (stereo not drawn),4%,8%,24%,0.2%,7%,-0.1%,-1.5,73,-9%,-0.2%,
CCN(c1ccccc1)c1cc(C)nc2nc(C)nn12,0%,-1%,1%,0.4%,-7%,7.0%,3.6,45,1%,-0.1%,
O=C1NC2(CCCCC2)Oc2ccccc21,-2%,13%,0%,2.1%,4%,0.4%,0.4,50,-6%,0.0%,
CCOCC(=O)Nc1sc2c(c1C(=O)OCC)CCCC2,2%,-5%,0%,4.5%,-14%,1.0%[50 µM],22,47,19%,.,
Cc1ccc(-c2nc3ccccc3s2)cc1S(=O)(=O)N1CCCC1,0%,4%,5%,3.8%,-2%,-1.1%,7.7,62,1%,2.1%,
COc1ccc(-n2c(O)c(/C=N/NS(=O)(=O)c3ccc(C)c([N+](=O)[O-])c3)c3ccccc3c2=O)cc1OC,-3%,10%,?,0.9%,24%,0.4%,-0.1,84,?,0.9%,
CCn1c(SCC(=O)Nc2ccc(NC(C)=O)cc2)nc2c([nH]c3ccccc32)c1=O,-4%,4%,4%,2.1%,24%,0.1%[50 µM],0.0,56,-3%,1.4%,
CC(=O)Nc1ccc(C(=O)N(C)c2ccccc2)cc1,3%,18%,-1%,0.1%,2%,0.7%,1.2,46,2%,0.3%,
NC(=O)C1CCCN(C(=O)CCC(=O)c2cccs2)C1 (stereo not drawn),.,6%,.,.,.,-1.5%,0.4,56,4%,.,
CCNS(=O)(=O)c1ccc(NC(=O)c2ccccc2OCC)cc1,3%,4%,8%,5.9%,-1%,5.3%,1.5,46,-8%,0.1%,
Cc1ccn(CC(=O)N2CCCC(Nc3ccc(F)c(F)c3)C2)n1 (stereo not drawn),2%,4%,4%,1.1%,-6%,0.0%,-0.1,44,-6%,-0.2%,
O=C1OCCC1Sc1nnnn1-c1ccc(Cl)cc1 (stereo not drawn),0%,9%,12%,-1.4%,1%,0.2%,0.7,53,-1%,0.5%,
CC1CCc2cc(F)ccc2N1S(=O)(=O)c1ccc(Cl)nc1 (stereo not drawn),-2%,6%,10%,2.6%,0%,3.7%,1.0,42,-1%,-1.0%,
CCCCn1c(-c2csc(CC)c2)n[nH]c1=S,-2%,12%,-12%,3.9%,-18%,4.3%,0.5,56,-10%,0.1%,
COc1cccc(CC2(CO)CCN(C(=O)NCCc3ccccc3)CC2)c1,14%,2%,3%,1.8%,-7%,0.1%,0.7,74,-1%,-1.0%,
Cc1ccc(S(=O)(=O)c2cc3c(=O)n4ccccc4nc3n(C)c2=N)cc1,-2%,0%,-1%,1.1%,10%,-0.1%,7.3,63,-1%,.,
Cc1ccc(C(=O)NNC(=O)CNc2cccc(Cl)c2)cc1,3%,3%,.,4.0%,?,0.1%,0.1,39,-10%,-0.2%,
CCOC(=O)N1CCN(S(=O)(=O)c2ccc(C)cc2)C1,-1%,7%,20%,0.0%,-16%,0.5%,1.0,67,-7%,0.3%,
CC(C)CCNC(=O)C1CCN(S(=O)(=O)c2ccc3nc4c(c(C(=O)O)c3c2)CCCCC4)CC1,3%,-2%,10%,0.6%,13%,0.3%,-1.2,55,-13%,-0.2%,
Cc1ccc(NC(=O)N2CCCn3c(SCC(=O)c4ccccc4)nnc32)cc1,1%,.,7%,1.0%,0%,.,-0.7,53,.,-0.5%,
